# AMA1 RON2 block: disrupts binding of P. falciparum AMA1 to RON2; Potency, µM (series often up to 58.2 µM), inactives show at the top dose activity change, negative = inhibition, usual class: inhibitors; hit rate 0.2% among 360,000; AlphaScreen AMA1-biotinylated RON2 peptide binding;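 note: potency is the fitted concentration of half-maximal effect; 0% = vehicle wells and -100% = peptide control; nearly all actives have a fitted effect of over 45% in size; some results filed as inactive show a strong effect at the top dose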
#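 AMA1 (3D7) with his tag at 25 nM final met compounds first, then biotinylated RON2 peptide at 25 nM; detection used donor plus acceptor beads, 10 µg/mL apiece, read by AlphaScreen after 30 min at room temperature.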
# Sm TGR inh: blocks Schistosoma mansoni thioredoxin glutathione reductase | Q962Y6 | purified TGR, DTNB reduction, TNB absorbance 405 nm | Potency, µM (highest dose often 114 µM), for the others: top-dose activity change, negative = inhibition, hits mostly inhibitors | hit rate 3% among 360,000 | AID 485364; note: potency is the fitted concentration of half-maximal effect; nearly all actives have a fitted effect of over 60% in size
#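 First, TGR (20 nM dispensed) and NADPH were mixed with compound. Second, a 15 min room-temperature incubation followed. Third, further NADPH and then DTNB were added to start the reaction. Finally, TNB absorbance was monitored kinetically.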
# Giardia FBPA inh: inhibitors of Giardia lamblia fructose-1,6-bisphosphate aldolase. Potency, µM (titrated, usually from 59.6 µM), for the others: at the highest dose activity, negative = inhibition, hits mostly inhibitors. purified Giardia FBPA. hit rate 0.71% among 290,000. A8B2U2; note: potency is the fitted concentration of half-maximal effect; nearly all actives have a fitted effect of over 55% in size
# Target sequence (A8B2U2 whole entry, looked up): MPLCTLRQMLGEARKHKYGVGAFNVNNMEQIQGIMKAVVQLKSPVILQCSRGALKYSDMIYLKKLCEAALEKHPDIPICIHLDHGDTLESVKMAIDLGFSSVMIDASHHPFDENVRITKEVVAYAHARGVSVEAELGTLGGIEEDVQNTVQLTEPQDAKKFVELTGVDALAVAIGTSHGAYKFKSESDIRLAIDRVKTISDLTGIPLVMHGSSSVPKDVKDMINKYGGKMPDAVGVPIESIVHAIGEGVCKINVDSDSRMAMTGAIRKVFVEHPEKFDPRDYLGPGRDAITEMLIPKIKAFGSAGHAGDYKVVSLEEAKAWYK
#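 Giardia FBPA (40 nM reagent) was preincubated 10 min at RT with compound (up to 57.5 uM final), then substrate plus GAPDH/TPI/NAD/arsenate coupling system with diaphorase/resazurin was added; resorufin fluorescence (525/598 nm) was read after 20 min.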
# AmpC inh detg: inhibitors of E. coli AmpC beta-lactamase with detergent | AmpC hydrolysis of nitrocefin, absorbance 480 nm, 0.01% Triton | AID 485294 | Potency, µM (titrated, usually from 114 µM), for the others: top-dose activity change, negative = inhibition, hits mostly inhibitors | hit rate 0.041% among 370,000;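 note: potency is the fitted concentration of half-maximal effect; 0% = no-compound wells and -100% = no-enzyme wells; nearly all actives have a fitted effect of over 25% in size; some results filed as inactive show a strong effect at the top dose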
# Target sequence (P00811 whole entry, looked up): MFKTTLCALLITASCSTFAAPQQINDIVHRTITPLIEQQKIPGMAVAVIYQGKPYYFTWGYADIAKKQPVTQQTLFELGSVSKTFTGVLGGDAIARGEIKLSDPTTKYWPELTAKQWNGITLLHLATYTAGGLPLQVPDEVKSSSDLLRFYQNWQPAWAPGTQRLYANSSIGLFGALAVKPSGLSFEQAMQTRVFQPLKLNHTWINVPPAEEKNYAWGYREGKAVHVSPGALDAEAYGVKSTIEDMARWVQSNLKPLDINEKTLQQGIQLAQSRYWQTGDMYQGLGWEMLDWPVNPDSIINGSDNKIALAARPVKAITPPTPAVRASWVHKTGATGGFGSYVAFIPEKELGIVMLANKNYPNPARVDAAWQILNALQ
#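 20 mM phosphate pH 7.0 + 0.01% (detergent screen) or 0.0001% Triton X-100; 5.3 nM AmpC reagent; cpd preinc 15 min RT; nitrocefin (800 uM stock) to start; A480 q20 s × 4 min; Activity was normalised to no-enzyme and no-compound control wells.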
# HCMV inh: blocks human cytomegalovirus replication; AID 1259415; HFF cells, HCMV-luciferase reporter, 72 h; active compounds read low; hit rate 4.5% among 410,000; activity change, negative = inhibition, % at 57.5 µM; in the data active = activity change below about -60%; inconclusive = no clear call, values can overlap the other calls; inactive = above about -39%
#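 Luciferase read-out from HCMV-luciferase-infected HFFs (MOI 1 PFU/cell) 72 h post infection at 37C; compounds added after 16 h cell attachment; activity normalized between buffer-only basal and Salinomycin (10uM) inhibitor controls.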
# AmpC no deterg: inhibitors of E. coli AmpC beta-lactamase without detergent. P00811. AmpC nitrocefin hydrolysis, absorbance 480 nm, 0.0001% Triton. Potency, µM (top dose mostly 57.1 µM), for the others: at the top dose activity change, negative = inhibition, hits mostly inhibitors. hit rate 0.52% among 330,000;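 note: potency is the fitted concentration of half-maximal effect; plate controls were no compound for no effect and no enzyme for full effect; nearly all actives have a fitted effect of over 20% in size; some results filed as inactive show a strong effect at the top dose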
#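 20 mM phosphate pH 7.0 + 0.01% (detergent screen) or 0.0001% Triton X-100; 5.3 nM AmpC reagent; cpd preinc 15 min RT; nitrocefin (800 uM stock) to start; A480 q20 s × 4 min; Activity was normalised to no-enzyme and no-compound control wells.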
# * marks the source's active call; other numbers are inactive results; ? = inconclusive; . = no result given; [ ] = remark or other dose. Unless noted, calls come from the whole dose curve; as a rule, active = well fitted curve in the direction sought with a large enough effect; inconclusive = small, poorly fitted or top-dose-only effect, or another doubt; inactive = no such curve, though single readings can be large; an effect the other way counts as inactive or inconclusive. Unless noted, % is set by controls: 0 for no effect and ±100 for the full control effect. Compounds were not picked by outcome. About 7.8% of those tested had a hit in this group.
# Values run as follows: HCMV inh, AmpC inh detg, Sm TGR inh, Giardia FBPA inh, AMA1 RON2 block, AmpC no deterg
- CCN(CC(=O)NCc1cccnc1)S(=O)(=O)c1ccc(OC)cc1
→ 8, 1%, 6%, 0%, 8%, -5%
- O=C(c1cccnc1)n1nc(-c2ccco2)nc1NCc1cccs1
→ 32, ?, ?, -8%, -7%, -4%[2.29 µM]
- Cc1ccc(CN(C(=O)c2sc3ccccc3c2Cl)C2CCS(=O)(=O)C2)cc1 (stereo not drawn)
→ ?, 7%, ?, 1%, -18%, -1%
- O=C1Cc2ccccc2C(=O)N1OCc1ccc(Cl)cc1Cl
→ 46, -9%, -27%, -27%, 20%, -38%
- Cc1ccc(C(=O)N2CCC3(CC2)Oc2ccc(F)cc2C(=O)C32CC(c3ccc(Cl)cc3)=NO2)s1 (stereo not drawn)
→ 29, -7%, 10%, 2%, -3%, -9%
- COc1cc2ccccc2cc1C(=O)N(CCN(C)C)c1nc2c(F)cccc2s1
→ 33, -9%, -2%, -23%, ?, 100%[activator]
- Cc1ccc(CNC(=O)C2CCCN(S(=O)(=O)c3cccc4nsnc34)C2)cc1 (stereo not drawn)
→ 2, 1%, 3%, ., ., .
- S=C(NCc1ccco1)Nc1ccc(Cl)cn1
→ -5, -7%, 3.2µM*, 0%, 24%, 0%
- CC1CN(C(=O)COC(=O)c2ccc(C#N)cc2)CC(C)O1 (stereo not drawn)
→ ?, 6%, -3%, -4%, -5%, -7%
- COc1ccc(S(=O)(=O)N2CCN(C(=O)CCC3CCCC3)CC2)cc1
→ -28, ?, -14%, 8%, 6%, 60%
- CC(C)OC(=O)C1CC(C)(O)C(=O)C(C(=O)OC(C)C)C1c1ccc([N+](=O)[O-])cc1 (stereo not drawn)
→ -64*, 0%, 2%, 1%, 1%, -11%
- Cc1ccc(C(=O)c2cn(Cc3cccc(F)c3)c3nc(C)ccc3c2=O)cc1
→ ?, 20%, 8%, ., ., .
- O=C(CCc1ccccc1)N[C@@H]1c2ccccc2CC[C@H]1OCc1ccccc1
→ -19, ., ., ., 11%, 0%
- CC(=O)Nc1ccc(S(=O)(=O)N2CCN(Cc3nc4sc(C)c(C)c4c(=O)[nH]3)CC2)cc1
→ -29, 1%, ?, -6%, 22%, -13%
- COCc1c(C(=O)N/N=C(\C)c2ccncc2)nnn1-c1nonc1N
→ -26, -6%, 7%, 11%, 11%, -12%
- Cc1ccc(C)c(-c2ccc(=O)n(C(C)C(=O)Nc3ccccc3C(F)(F)F)n2)c1 (stereo not drawn)
→ 25, 3%, -1%, ., ., .
- Cc1ccc(OCc2nc3c4c(ncn3n2)-c2ccccc2CC42CCCC2)cc1
→ -25, ?, -14%, -4%, -4%, -27%
- Cn1c(=O)[nH]c(=O)c2c1nc(N1CCN(Cc3ccccc3)CC1)n2CCCc1ccccc1
→ -29, 7%, -2%, -17%, 0%, -2%
- O=C(Nc1ccccc1C(=O)NCCN1CCOCC1)c1cccc([N+](=O)[O-])c1
→ 15, 2%, 4%, -5%, 1%, 0%
- CCCCC(=O)NC(=S)NNC(=O)CCc1ccccc1
→ -22, 6%, -19%, 20%, 100%[activator], -17%

# Rewritten in CSV form: entries from further up
structure,HCMV inh,AmpC inh detg,Sm TGR inh,Giardia FBPA inh,AMA1 RON2 block,AmpC no deterg
CCN(CC(=O)NCc1cccnc1)S(=O)(=O)c1ccc(OC)cc1,8,1%,6%,0%,8%,-5%
O=C(c1cccnc1)n1nc(-c2ccco2)nc1NCc1cccs1,32,?,?,-8%,-7%,-4%[2.29 µM]
Cc1ccc(CN(C(=O)c2sc3ccccc3c2Cl)C2CCS(=O)(=O)C2)cc1 (stereo not drawn),?,7%,?,1%,-18%,-1%
O=C1Cc2ccccc2C(=O)N1OCc1ccc(Cl)cc1Cl,46,-9%,-27%,-27%,20%,-38%
Cc1ccc(C(=O)N2CCC3(CC2)Oc2ccc(F)cc2C(=O)C32CC(c3ccc(Cl)cc3)=NO2)s1 (stereo not drawn),29,-7%,10%,2%,-3%,-9%
COc1cc2ccccc2cc1C(=O)N(CCN(C)C)c1nc2c(F)cccc2s1,33,-9%,-2%,-23%,?,100%[activator]
Cc1ccc(CNC(=O)C2CCCN(S(=O)(=O)c3cccc4nsnc34)C2)cc1 (stereo not drawn),2,1%,3%,.,.,.
S=C(NCc1ccco1)Nc1ccc(Cl)cn1,-5,-7%,3.2µM*,0%,24%,0%
CC1CN(C(=O)COC(=O)c2ccc(C#N)cc2)CC(C)O1 (stereo not drawn),?,6%,-3%,-4%,-5%,-7%
COc1ccc(S(=O)(=O)N2CCN(C(=O)CCC3CCCC3)CC2)cc1,-28,?,-14%,8%,6%,60%
CC(C)OC(=O)C1CC(C)(O)C(=O)C(C(=O)OC(C)C)C1c1ccc([N+](=O)[O-])cc1 (stereo not drawn),-64*,0%,2%,1%,1%,-11%

# Following part.
# Values run as follows: HCMV inh, AmpC inh detg, Sm TGR inh, Giardia FBPA inh, AMA1 RON2 block, AmpC no deterg
- Fc1ccc(-c2cn3cc(Cc4ccc(Cl)cc4)sc3n2)cc1
→ 88, 28%, 11%, ., ., .
- c1ccc(OCCCn2nnc(-c3ccncc3)n2)cc1
→ -38, -3%, -21%, 0%, 5%, -9%
- CCc1ccccc1NS(=O)(=O)c1ccc2oc(=O)c3ncn(C)c3c2c1
→ 12, -3%, -1%, ., ., .
- O=C(c1ccccc1)N1CCN(C(=O)c2cc3nc(-c4ccccc4)cc(C(F)(F)F)n3n2)CC1
→ -12, -3%, -11%, -1%, -7%, 116%[activator]
- CCOC(=O)c1cc(-c2cc3ccccc3o2)n[nH]1
→ 13, -2%, ?, -3%, 101%[activator], -18%
- O=C(c1ccccc1)N1CCN(c2ccc(N3CCOCC3)nn2)CC1
→ -24, -10%, -7%, ., 3%, -2%
- Cc1onc(-c2ccccc2)c1C(=O)Nc1nncs1
→ -19, -10%, -5%, -16%, -9%, -6%
- CC(NC(=O)C(=O)c1cn(CC(=O)N2CCOCC2)c2ccccc12)c1ccccc1 (stereo not drawn)
→ -5, -3%, -2%, ., -8%, 109%[activator]
- COC(=O)c1cc2n(n1)CCN(Cc1ccc(F)cc1)C2=O
→ -106*, 4%, -16%, 5%, 0%, -1%
- CCOc1ccc(C(=S)N2CCOCC2)cc1OCC
→ -15, ?, -7%, -4%, -1%, -2%
- CCCOc1nc(C)cc(COC)c1C(N)=O
→ -21, -5%, -1%, 0%, -9%, -10%
- Cc1nc(C(=O)Nc2ccccc2Cl)cc2c1[nH]c1ccccc12
→ -35, -7%, -2%, 10%, 2%, -38%
- N=C1/C(=C\c2ccc(-c3cccc(Cl)c3)o2)C(=O)N=C2SC=C(c3ccccc3)N12
→ 49, -7%, ?, ?, 21%, 16µM*
- O=C(c1ccc(Cl)c(NC2=NC3CS(=O)(=O)CC3S2)c1)N1CCN(c2ccccc2)CC1 (stereo not drawn)
→ -6, -2%, 5%, ., -14%, 37%
- COc1cc(/C=N/NC(=O)c2ccc(CN3c4cccc5cccc(c45)S3(=O)=O)cc2)cc(OC)c1O
→ -38, -2%, ., -1%, 17%, -14%
- CN1C(=O)NC(NS(=O)(=O)c2ccc(N)cc2)(C(F)(F)F)C1=O (stereo not drawn)
→ -26, 2%, -1%, 3%, 9%, -3%
- CCSC1(SCC)N=C(N)C2(C#N)C(c3ccccc3)NC3=C(CCC3)C12C#N (stereo not drawn)
→ -37, ?, ?, -5%, 3%, -34%
- CCOC(=O)C(=O)NNc1ccc(F)cc1
→ -39, -3%, 11%, -8%, -29%, 2%
- C=CCn1cnnc1SCC(=O)NCC1COc2ccccc2O1 (stereo not drawn)
→ 1, ?, -2%, ., 0%, -13%
- CCOc1ccc(NC(=S)NNC(=O)CC(C)O)cc1 (stereo not drawn)
→ -22, 4%, 9%, -8%, 48%[activator], -15%
- NC(=O)c1nsc(C(=O)N(CC(=O)NCc2ccccc2)c2ccc(F)cc2)c1N
→ -3, -17%, 3%, 5%, -10%, -9%
- Cc1c(NC(=O)c2ccc(Br)s2)c(=O)n(-c2ccccc2)n1C
→ -5, ?, 43%[activator], 3%, ?, 50%[activator]
- CCOc1cc(N2CCOCC2)c(OCC)cc1NC(=O)CSc1cccc[n+]1[O-]
→ -15, -8%, ?, ?, -3%, -10%
- COc1ccc(S(=O)(=O)Nc2cc3c(C(=O)OC(C)C)c(C)oc3c3ccccc23)cc1
→ 5, 0%, 8%, ., ., .
- COc1cc2c(cc1OC)C1=C(C#N)COCN1CC2
→ ?, -9%, 20µM*, ?, 0%, 0%
- Cc1cccc(N(C(=O)c2csnn2)C(C(=O)NC2CCCCC2)c2ccccn2)c1C (stereo not drawn)
→ 12, -5%, -12%, 2%, 34%[activator], 120%[activator]
- O=C(CSc1nc2c([nH]c3ccccc32)c(=O)n1-c1ccc(F)cc1)N1CCCc2ccccc21
→ 22, -7%, 0%, ., ., .
- CSc1ccccc1NC(=O)c1ccc2c(c1)CCN2S(C)(=O)=O
→ 73, 0%, -15%, -4%, -2%, -5%
- Cc1cc(=O)[nH]c(SCC(=O)O)c1C#N
→ -3, 2%, 0%, -1%, -1%, -12%
- COc1cc(S(=O)(=O)NCC2CCCO2)ccc1Br (stereo not drawn)
→ 4, 1%, 0%, 2%, -11%, -6%
- CC(=O)Nc1nc2c(c3c1c(=O)oc1ccccc13)CCCC2
→ ., -8%, 0%, 3%, ., -20%
- O=C(Cn1c(NCCO)nc2ccccc21)c1ccccc1
→ ?, 4%, -1%, -9%, 2%, -30%
- CCc1ccc(C(=O)c2cn(Cc3ccc(F)cc3)c3cc(OC)c(OC)cc3c2=O)cc1
→ ?, -10%, 6%, ., ., .
- CCOC(=O)C1=C(CNCc2ccccc2Cl)NC(=O)NC1c1cccc([N+](=O)[O-])c1 (stereo not drawn)
→ -15, -10%, 1%, -7%, 26%, -17%
- CCCCN(CC)C(=O)CSc1nc2ccccc2c(=O)n1Cc1ccco1
→ -40, 10%, -8%, ., ., .
- CCCc1c(NC(=O)Nc2ccc(F)cc2)cnn1-c1ccc(Cl)cc1
→ -81*, -6%, 18%, -4%, -20%, -36%
- N#CCC(=O)NCC1(c2ccccc2)CCCC1
→ -16, 0%, -4%, 0%, 0%, ?
- Cc1ccc(C(CC(=O)O)NC(=O)c2ccc(S(=O)(=O)N3CC(C)OC(C)C3)cc2)cc1 (stereo not drawn)
→ 28, -1%, 2%, ., 0%, -11%
- CN(C)CCNC(=O)/C(=C/c1ccc(-c2ccc(Cl)cc2)o1)NC(=O)c1ccccc1
→ -36, 1%, 3%, 5%, 4%, 152%[activator]
